KCNK3 block – human KCNK3 channel inhibitors, primary screen, CHO cells, FluxOR thallium flux, B-score | Potassium channel subfamily K member 3 (Homo sapiens), O14649 | FluxOR fluorescence; active compounds read low | B-score at 10 µM | 340,000 compounds, 0.84% hits;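 active means B-score under library mean minus 4 SD, starting fluorescence ratio at most library mean plus 5 SD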;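 further: more negative B-score means stronger inhibition of thallium flux through KCNK3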
Target sequence (O14649 whole entry, looked up): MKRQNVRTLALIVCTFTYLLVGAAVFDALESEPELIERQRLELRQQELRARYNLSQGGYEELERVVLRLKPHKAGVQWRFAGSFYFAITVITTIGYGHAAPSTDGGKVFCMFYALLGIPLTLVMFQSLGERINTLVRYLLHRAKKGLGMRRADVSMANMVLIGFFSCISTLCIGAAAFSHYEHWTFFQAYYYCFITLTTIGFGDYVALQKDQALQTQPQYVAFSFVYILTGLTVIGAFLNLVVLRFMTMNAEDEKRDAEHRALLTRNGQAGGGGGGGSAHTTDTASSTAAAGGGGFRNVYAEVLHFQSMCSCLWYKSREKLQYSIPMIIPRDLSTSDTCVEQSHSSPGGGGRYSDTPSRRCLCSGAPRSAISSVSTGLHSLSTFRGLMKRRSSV
KCNK9 inh – KCNK9 potassium channel inhibitors, primary screen, HEK293 cells, thallium flux; FluxOR thallium flux fluorescence; active compounds read low; B-score at 10 µM; Potassium channel subfamily K member 9 (Homo sapiens), Q9NPC2; 310,000 compounds, 1.2% hits;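 active means ratio B-score over 3 SD below the library mean, with starting fluorescence within 5 SD of its mean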;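 further: negative B-score means less thallium flux so channel inhibition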
Target sequence (Q9NPC2 whole entry, looked up): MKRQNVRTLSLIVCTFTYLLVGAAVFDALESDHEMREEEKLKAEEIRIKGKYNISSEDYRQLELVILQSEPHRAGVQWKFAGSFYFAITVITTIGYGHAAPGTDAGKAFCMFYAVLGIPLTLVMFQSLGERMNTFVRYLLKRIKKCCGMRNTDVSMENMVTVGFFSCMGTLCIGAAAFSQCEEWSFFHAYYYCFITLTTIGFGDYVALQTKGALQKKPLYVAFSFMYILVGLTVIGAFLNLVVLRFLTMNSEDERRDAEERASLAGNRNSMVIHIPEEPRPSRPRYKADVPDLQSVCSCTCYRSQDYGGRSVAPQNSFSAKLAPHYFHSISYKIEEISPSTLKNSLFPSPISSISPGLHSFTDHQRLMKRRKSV
TMEM16A inh – TMEM16A chloride channel inhibitors, primary screen, cell-based, HTS; HEK293 TMEM16A/YFP iodide influx fluorescence, ionomycin; normalized B-score (activity score, 25-100; higher = stronger inhibition) at 10 µM; 310,000 compounds, 1.2% hits; AID 588511, 2011;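 active means ratio plate-corrected score three or more library SD toward inhibition, starting fluorescence score within five deviations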;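 further: score derived from kinetic fluorescence span divided by baseline fluorescence per well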
SKKanGAS inh – S. pyogenes SKKanGAS growth inhibitors in kanamycin, primary screen, streptokinase expression inhibitor project, SKKanGAS strain, BacTiter-Glo luminescence; 6 h; AID 1662, 2009; 300,000 compounds, 1.3% hits; inhibition, % at 7.5 µM;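 active means mean replicate score, as percent of positive control median, at least 50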;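 further: strain carries kanamycin resistance gene driven by streptokinase promoter and grows in 40 µg/ml kanamycin; loss of luminescence reflects streptokinase promoter inhibition or plain growth inhibition; 0% = median of DMSO wells and 100% = positive control at its reference dose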
TMEM16A act – TMEM16A chloride channel activators or potentiators, primary screen, cell-based, HTS; Anoctamin-1 (Mus musculus), Q8BHY3; HEK293 TMEM16A/YFP-H148Q/I152L, iodide quench fluorescence; active compounds read low; B-score at 10 µM; 340,000 compounds, 0.3% hits; AID 623877, 2012;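 active means fluorescence-ratio B-score plate-corrected deviation score at least 3 library SD below zero, with starting fluorescence score within 5 deviations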;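 further: channel opened by trigger with iodide after compound preincubation; score built on the fluorescence ratio of max minus min over baseline; more negative score means more quench and so TMEM16A activation or potentiation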
RGS4 act – RGS4 potentiators or activators, primary screen, cell-based, HEK293 M3R inducible RGS4, calcium flux; carbachol calcium flux Fluo4; active compounds read low; B-score at 10 µM; 310,000 compounds, 0.92% hits;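 active means B-score of the integrated calcium signal more than 4 SD below the library mean, with starting fluorescence not abnormally high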;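 further: negative B-score means reduced calcium response which marks RGS4 activation or potentiation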
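Reagent: ECmax carbachol challenge; Test system: M3R-expressing HEK293 line, RGS4 induced by doxycycline; Schedule: overnight RGS4 induction, 30 min dye load 37 °C, 20 min compound RT; Detection: calcium dye Fluo4 fluorescence; Read-out: Agonist-evoked peak-minus-minimum fluorescence over baseline, integrated ratio, B score.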
KCNQ1 pot – potentiators or activators of KCNQ1 channel, primary screen, cell-based, thallium flux, high-throughput. Potassium voltage-gated channel subfamily KQT member 1 (Homo sapiens), P51787. CHO-K1 KCNQ1, thallium flux FluxOR fluorescence; active compounds read high. B-score at 10 µM. 310,000 compounds, 0.35% hits. AID 2648, 2010;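 active means fluorescence ratio B-score, a plate-corrected score, at least three library SD, with initial intensity B-score within 5 SD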
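System: Stable KCNQ1 CHO-K1 line | Incubation: 90 min dye loading and 20 min compound exposure, both at room temperature | Measure: Ratio B score | Medium: Assay buffer for compound exposure, DMSO matched across wells | Compound dosing: Single-concentration screen | Probe or stimulus: K+/Tl+ depolarizing stimulus | Measured by: Kinetic FluxOR fluorescence, 10 s baseline plus 110 s post-stimulus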
RGS4 inh – RGS4 inhibitors, primary screen, cell-based, HEK293 M3R inducible RGS4, calcium flux | Regulator of G-protein signaling 4 (Homo sapiens), P49798 | Fluo-4 calcium flux; active compounds read high; triggered by carbachol at its EC20 | B-score at 10 µM | 310,000 compounds, 0.45% hits;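 active means B-score, a plate-corrected calcium signal, over three deviations above library mean, with baseline fluorescence within five deviations of library mean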;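 further: RGS4 expression induced by doxycycline in cells with stable M3 receptor; B-score is computed from the integrated fluorescence ratio over baseline after carbachol; higher B-score means a larger calcium signal and so more RGS4 inhibition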
Target sequence (P49798 whole entry, looked up): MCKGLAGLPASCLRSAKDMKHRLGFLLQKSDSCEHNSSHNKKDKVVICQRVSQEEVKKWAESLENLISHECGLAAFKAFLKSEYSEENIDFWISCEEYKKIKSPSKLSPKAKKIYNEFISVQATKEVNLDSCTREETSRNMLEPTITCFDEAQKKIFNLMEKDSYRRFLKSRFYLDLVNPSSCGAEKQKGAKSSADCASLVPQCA
KCNQ1 inh – inhibitors of human KCNQ1 channel, primary screen, cell-based, thallium flux, high-throughput | AID 2642, 2010 | CHO-K1 KCNQ1, FluxOR thallium flux fluorescence; active compounds read high | B-score at 10 µM | Potassium voltage-gated channel subfamily KQT member 1 (Homo sapiens), P51787 | 310,000 compounds, 1.3% hits;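 active means compounds whose thallium flux B-score, printed positive for inhibition, exceeds three library SD while starting fluorescence stays within three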;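 further: channel opened by potassium depolarization with thallium stimulus after 20 min compound exposure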
HDAC3 inhib – HDAC3 deacetylase inhibitors, primary screen, biochemical, fluorescence, cell-free homogeneous; Histone deacetylase 3 (Homo sapiens), O15379; recombinant HDAC3, fluorogenic peptide/trypsin coupled; inhibition, % at 8.3 µM; 320,000 compounds, 0.15% hits; AID 2718, 2010; in the data active means inhibition above about 26%, passing the limit was not always enough
hERG protect – hERG rescue from dofetilide block, primary screen, cell-based, CHO-hERG, FluxOR thallium flux, dofetilide IC70; dofetilide IC70 present; Voltage-gated inwardly rectifying potassium channel KCNH2 (Homo sapiens), Q12809; 310,000 compounds, 0.51% hits; activation (rescue from dofetilide block), less the hit threshold, % at 10 µM;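 active means activation above the mean of controls blocked by dofetilide plus 5 SD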;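 further: thallium influx through hERG after potassium depolarization seen as dye fluorescence rise; in these data hits start at about 4.7%; inactives centre near -7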
* = called active by the depositor; i = inactive; / = not tested or not shown.

cpd	compound	RGS4 act	KCNK3 block	hERG protect	KCNQ1 pot	HDAC3 inhib	TMEM16A inh	KCNQ1 inh	RGS4 inh	SKKanGAS inh	TMEM16A act	KCNK9 inh
1	O=c1[nH]c(CN2CCc3ccccc3C2)nc2ccccc12	i	i	0	i	3	i	i	i	-2	i	i
2	CC(Oc1ccc(Cl)cc1Cl)C(=O)NCCCN(C)C (stereo not given)	i	i	-2	i	-2	i	i	i	-4	i	i
3	Cc1sc(NC(=O)c2cc(-c3ccccc3)nc3ccccc23)c(C(N)=O)c1C	i	i	-6	i	6	i	6*	i	11	i	i
4	COc1ccccc1NC(=O)c1csc2c1CCC(C)C2 (stereo not given)	i	i	-7	i	5	i	i	i	-6	i	i
5	Cc1ccc(S(=O)(=O)N(CCC(=O)O)c2ccccc2)cc1	i	i	-9	i	3	i	i	i	-2	i	i
6	CC1CCCN(c2ccc([N+](=O)[O-])s2)C1 (stereo not given)	i	i	-4	i	/	/	i	i	-2	i	i
7	Fc1ccc(C2c3[nH]c4ccccc4c3CCN2CCCn2cccn2)cc1 (stereo not given)	i	i	-15	i	-9	i	i	i	3	i	i
8	COc1cc(C(=O)Nc2ccccc2N2CCN(S(C)(=O)=O)CC2)cc(OC)c1OC	i	i	-7	i	0	i	i	i	1	i	i
9	CC1(C)NC(C(=O)O)Cc2c1[nH]c1ccccc21 (stereo not given)	i	i	-6	i	-2	i	i	i	-4	i	i
10	Cc1cccc(-c2c3c(=O)n(C)c(=O)n(C)c3cn2C(C)(C)C)c1	i	i	-12	i	-2	i	i	i	4	i	i
11	CCCCN(C(=O)c1cnc2n(c1=O)CCS2)c1ccccc1	i	i	-4	i	0	i	i	i	0	i	i
12	O=C(OCC(=O)N(CCc1ccccc1)Cc1ccccc1)c1cccc(O)c1	i	i	-4	i	2	i	i	i	3	i	i
13	CC(C)COc1ccc(C/C(N)=N/n2cnnc2)cc1	i	i	-13	i	2	i	i	i	4	i	i
14	CCOC(=O)CNC(=O)C1CCN(S(=O)(=O)c2ccc(-c3nn[nH]n3)cc2)CC1	i	i	-7	i	-7	i	i	i	2	i	i
15	CC(=O)Nc1c(C)nn(C(C)=O)c1C	i	i	-6	i	-2	i	i	i	5	i	i
16	O=C(CCCCC(=O)N1CCOCCOCCOCC1)OCc1ccccc1	i	i	-9	i	0	i	i	i	3	i	i
17	O=C(NC1c2ccccc2-c2ccccc21)N1CCOCC1	i	i	-2	i	2	i	i	i	-5	i	i
18	CCOc1ccc(C(=O)Nc2ccccc2N2CCN(C(=O)c3ccccc3)CC2)cc1[N+](=O)[O-]	i	i	-21	i	-1	i	i	i	7	i	i
19	Cc1onc(-c2c(F)cccc2Cl)c1C(=O)OCN1C(=O)c2ccccc2C1=O	i	i	-6	i	-3	i	i	i	7	i	i
20	COCCCNC(=O)Cn1cc(C(=O)c2cccs2)c2ccccc21	i	i	-3	i	-3	i	i	i	4	i	i
21	Cc1csc(NC(=O)c2ccncc2)n1	i	i	-7	i	-5	i	i	i	6	i	i
22	CCc1nnc(NC(=O)Nc2ccc(OC)cc2)s1	i	i	-12	i	-1	i	i	i	2	i	i
23	O=C(NC1CCCC1)C(c1ccc(N2CCOCC2)cc1)N(C(=O)c1ccco1)c1ccccc1F (stereo not given)	i	i	-10	i	2	i	i	i	-5	i	i
24	O=C(NNC(=O)C1CCCC1)c1ccc(F)cc1	i	i	-8	i	0	i	i	i	/	i	i
25	O=c1cc(O)nc2n1CCCS2	i	i	-11	i	-4	i	i	i	6	/	i
26	NNC(=S)NCc1cccnc1	i	i	-2	i	-4	i	i	i	-5	i	i
27	NC(=O)c1cccc2c1C(=O)N(C1CCCCC1)C2	i	i	-11	i	1	i	i	i	-5	i	i
28	COc1ccc(C(=O)NCc2nnc(SCC(=O)N3CCCCC3)o2)cc1	i	i	-3	i	-2	i	i	i	-1	i	i
29	CNC(=O)CCc1[nH]c2ccccc2c1Sc1ccccc1	i	i	-12	i	-6	i	i	i	-7	i	i
30	CCCNS(=O)(=O)/C=C/c1ccccc1	i	i	-12	i	-2	i	i	i	0	i	i
31	CCC(=O)N1CCc2cc(Br)cc(S(=O)(=O)C3(C(=O)OC)CC3)c21	i	i	-8	i	-3	i	i	i	-11	i	i
32	COc1ccc(NC(=O)C(CCS(C)(=O)=O)N2C(=O)c3ccccc3C2=O)cc1 (stereo not given)	i	i	-8	i	-6	i	i	i	8	i	i
33	Cc1ccc(-n2cc3c(=O)n(C)c(=O)n(C)c3c2)cc1C	i	i	-9	i	1	i	i	i	-1	i	i
34	COc1ccc(CCC(=O)Nc2cnc3ccccc3c2)cc1	i	i	-5	i	-5	i	i	i	-6	i	i
35	COC(=O)c1ccccc1NC(=O)CSc1nnc(Cc2ccc(Cl)cc2)o1	i	i	-9	i	5	i	i	i	-7	i	i
36	c1ccc(Cn2nnc3c(NCc4ccc5c(c4)OCO5)ncnc32)cc1	i	i	-8	i	2	i	i	i	-6	i	i
37	COc1ccccc1/C=C(/C(=O)OCC(N)=O)c1ccccc1	i	i	-4	i	8	i	i	i	8	i	i
38	COC(=O)c1cc(COC(=O)c2nc3nc(C)cc(C)n3n2)oc1C	i	i	-7	i	-7	i	i	i	2	i	i
39	COc1ccc(/C=N/Nc2ccc(C(F)(F)F)cc2[N+](=O)[O-])cc1	i	i	-10	i	0	i	i	i	-7	i	i
40	CCc1cc(=O)oc2cc(C)cc(OC(C)C(=O)NCCN3CCOCC3)c12 (stereo not given)	i	i	-4	i	-25	i	i	i	-7	i	i
41	O=C(C1=C[C@H](C2CC2)C[C@H](OCc2ccc(CO)cc2)O1)N1CCN(Cc2ccccc2)CC1	i	i	-6	i	-8	i	i	i	2	i	i
42	Fc1ccc(CN(Cc2ccccc2)C(c2cccs2)c2nnnn2C2CCCCC2)cc1 (stereo not given)	i	i	-7	i	2	i	i	i	2	i	i
43	Cc1cc(Br)ccc1NC(=O)CNC(=O)CSc1n[nH]c(N)n1	i	i	-7	i	-9	i	i	i	1	i	i
44	CCn1cnc2sc(C(=O)N3CCN(Cc4ccc5c(c4)OCO5)CC3)c(C)c2c1=O	i	/	-12	i	/	25*	i	i	-5	/	i
45	O=S1(=O)CC(O)C(N=Nc2c(O)n(Cc3ccccc3)c3ccccc23)C1 (stereo not given)	i	i	-14	i	4	i	i	i	-4	i	i
46	Cc1cccc(NS(=O)(=O)c2nnc(NC(=O)c3ccc(Cl)cc3)s2)c1	i	i	-9	i	-2	i	i	i	19	i	i
47	Fc1ccc(C2CC(c3ccco3)=Nc3ccccc3S2)cc1 (stereo not given)	i	i	-18	i	6	i	i	i	9	i	i
48	Cn1c(=O)c(-c2ccccc2)c(O)c2ccccc21	i	i	-16	i	-9	i	i	i	3	i	i
49	O=c1[nH]c(=S)[nH]nc1Cc1ccc(Cl)c(Cl)c1	i	i	-6	i	-7	i	i	i	3	i	i
50	O=C1N(C2CCCC2)C[C@@H]2C[C@@H](c3cccn3-c3nccs3)N3CCC[C@@]123	i	i	-10	i	-5	i	i	i	2	i	i
51	O=C(N/N=C/c1ccc([N+](=O)[O-])cc1)c1cnccn1	i	/	-6	i	4	i	i	i	3	/	i
52	CC(=O)Nc1ccc(CN2CCN(CC(C)C)C(CCO)C2)cc1 (stereo not given)	i	i	-13	i	9	i	i	i	1	i	i
53	COc1ccc(NC(=O)N2CCC(NC(=O)c3ccco3)CC2)cc1	i	i	-9	i	-3	i	i	i	2	i	i
54	CC(C)CC(=O)NC(=S)Nc1sc2c(c1C(N)=O)CCC2	i	i	-2	i	3	i	i	i	-3	i	i
55	CSc1ccc(/C=C/C(=O)NC23CC4CC(CC(C4)C2)C3)cc1	i	i	-16	i	-9	i	i	i	-2	i	i
56	CC(C)CC(=O)N1CCN(Cc2cccc([N+](=O)[O-])c2)CC1	i	i	3	i	1	i	i	i	9	i	i
57	CCCCC12CN3CCN(CC(C3)/C1=N\NC(=O)c1ccccc1N)C2	i	i	0	i	-33	i	i	i	0	i	i
58	CC(=O)Nc1ccc(-n2c(C)ccc2-c2ccccc2)cc1	i	i	-3	i	5	i	i	i	9	i	i
59	CCOc1ccc(-c2c[n+](=O)c3c(n2[O-])CCCC3)c(OCC)c1	i	i	-14	i	9	i	i	i	-11	i	i
60	O=C(Nc1ccccc1)C1=C(O)CC(c2ccoc2)CC1=Nc1ccccc1 (stereo not given)	i	-8.8*	-8	i	7	i	i	i	3	i	i

Additional compounds follow:
cpd	compound	RGS4 act	KCNK3 block	hERG protect	KCNQ1 pot	HDAC3 inhib	TMEM16A inh	KCNQ1 inh	RGS4 inh	SKKanGAS inh	TMEM16A act	KCNK9 inh
61	CC1CN(CC(O)COc2ccc(C(C)C)cc2)CC(C)O1 (stereo not given)	i	i	-3	i	3	i	i	i	0	i	i
62	CCc1ccc(OC)c(S(=O)(=O)Nc2ccc(Cc3ccncc3)cc2)c1	i	i	-11	i	3	i	i	i	0	i	i
63	COC(=O)/C(=C/c1cccc([N+](=O)[O-])c1)NC(=O)c1ccc(OC)cc1	i	i	-15	i	1	i	i	i	-13	i	i
64	Cc1nc(N2CCN(C(c3ccccc3)c3ccccc3)CC2)[nH]c(=O)c1C	i	i	-4	i	/	/	i	i	-2	i	i
65	Cc1ccc(C(=O)C(C)Sc2nnc(N)s2)cc1 (stereo not given)	i	i	-1	i	-6	i	i	i	-7	i	i
66	OCCNCc1cc(Br)ccc1OCc1ccc(F)cc1	i	i	-14	i	2	i	i	i	-20	i	i
67	CN1CCN(c2ccc(Cl)cc2NC(=O)c2ccc(S(=O)(=O)N(C)C)cc2)CC1	i	i	-3	i	-3	i	i	i	-1	i	i

Source: PubChem BioAssay (several laboratories)

An unsorted share of the library; any-hit rate near 6.3%.
